# High-throughput results deposited in PubChem BioAssay by several laboratories.
# hgDAF12 agonist = activates the H. glycines DAF-12 receptor ligand-binding domain | activation, % at 6.8 µM | hit rate 1.8% among 370,000 | HEK293 GAL4-hgDAF12 UAS-luciferase reporter, agonist luminescence; normalized to butyrate control;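 active means activation above a cutoff set at the mean of all screened compounds plus 3 SD, cut at about 10% in these data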;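 further: 0% = DMSO wells and 100% = sodium butyrate wells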
# Rev-erbA mod = Rev-erb alpha (human) modulation; Rev-erbα–FITC-DNA binding, fluorescence polarization, 90 min; activity, % at 10 µM; hit rate 0.79% among 370,000; AID 1259318;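 active means activity above about 14%, limit read from the data; passing the limit was not always enough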;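 further: 0% = DMSO wells with 35 nM protein and 100% = DMSO wells with 750 nM protein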
# SMARCA2 act = SMARCA2 function activation, primary screen; MG213 cells, MMTV-luciferase reporter, dexamethasone, overnight; activation, % at 9.1 µM; hit rate 1% among 370,000; in the data active means activation above about 7.8%;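 further: 0% = vehicle wells and 100% = reference activator wells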
# PLCb3 inh = blocks human PLC-beta3 enzyme activity; hit rate 0.18% among 370,000; inhibition, % at 12.2 µM; AID 720704; Purified PLC-beta3, fluorogenic substrate, fluorescence; Q01970; in the data active means inhibition above about 11%;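 further: 0% = median of compound wells on plate and 100% = full blocker control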
# FXN GAA850 act = activators of GAA850 frataxin (FXN) promoter; HEK293 lucGAA850 FXN promoter luciferase reporter, 24 h; percent of 10 µM SAHA response; activation, % at 6 µM; hit rate 0.56% among 360,000; AID 540364;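 active means activation above the average of all compounds screened plus 3 SD, cutoff fixed separately per campaign, cut at about 7.5% in these data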;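 further: 0% = DMSO wells and 100% = 10 µM SAHA wells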
# PG9 Ab binder = small molecules binding HIV-1 gp120 antibody PG9; TR-FRET gp120-PG9 antibody binding; hit rate 0.43% among 360,000; AID 624416; inhibition, % at 6.7 µM; in the data active means inhibition above about 8.5%
# hcDAF-12 act = activates DAF-12 receptor from parasite H. contortus; hit rate 1.4% among 370,000; HEK293 hcDAF-12 lit1-tk-luc reporter, luminescence; 0% DMSO, 100% Δ7-dafachronic acid; activation, % at 6.8 µM;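 active means activation above the mean of all tested compounds plus 3 SD, cut at about 5.5% in these data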;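 further: 100% = response to 3 µM Δ7-dafachronic acid high control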
# ssDAF-12 act = S. stercoralis DAF-12 activation, primary screen. hit rate 1% among 370,000. activation, % at 6.8 µM. HEK293 ssDAF-12/GRIP1 lit1-tk-luc reporter, luminescence; % of 3 µM dafachronic acid response;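 active means activation above the mean over all tested compounds plus 3 SD, cut at about 0.9% in these data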;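 further: 0% = DMSO-only wells and 100% = 3 µM delta7-dafachronic acid wells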
# DAX1 inh-1 = DAX1 (NR0B1) inhibition, primary screen. AID 652010. HEK293T StAR-luciferase reporter, SF-1/DAX-1 repression relief. inhibition, % at 6.8 µM. hit rate 1.1% among 370,000;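 active means inhibition above the mean over all tested compounds plus 3 SD, cut at about 3.6% in these data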;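 further: 0% = DAX-1 cells with DMSO and 100% = cells lacking DAX-1 with DMSO; higher inhibition means more luminescence from relief of DAX-1 repression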
# DAX1 inh-2 = NR0B1 (DAX1) inhibition. P51843. HEK293 Gal4-DAX1 luciferase reporter, luminescence. inhibition, % at 6.75 µM. hit rate 0.99% among 340,000. AID 504766;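 active means inhibition above the mean over all tested compounds plus 3 SD, cut at about 4.2% in these data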;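 further: 0% = DAX1-transfected cells with DMSO and 100% = empty-vector control cells with DMSO; inhibition shows as a rise in luminescence from relieved DAX1 repression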
# Target sequence (P51843 207-470 limits assumed): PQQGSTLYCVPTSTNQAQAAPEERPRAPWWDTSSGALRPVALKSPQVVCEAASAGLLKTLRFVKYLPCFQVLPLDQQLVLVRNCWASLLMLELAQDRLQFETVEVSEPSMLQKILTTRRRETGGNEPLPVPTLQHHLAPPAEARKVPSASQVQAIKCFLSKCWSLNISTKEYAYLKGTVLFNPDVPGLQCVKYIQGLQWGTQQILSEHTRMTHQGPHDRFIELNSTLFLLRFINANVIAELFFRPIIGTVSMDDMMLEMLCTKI
# sPLA2-III inh = Inhibits HGIII-sPLA2 liposome hydrolysis, primary screen; inhibition, % at 12.2 µM; Q9NZ20; QFRET BODIPY PC-A2 liposome hydrolysis, fluorescence; hit rate 0.56% among 370,000;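 active means inhibition above mean plus 3 SD of compounds lying within the high and low control bounds, cut at about 19% in these data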;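 further: 0% = median of test compound wells and 100% = no enzyme DMSO wells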
# Target sequence (Q9NZ20 whole entry, looked up): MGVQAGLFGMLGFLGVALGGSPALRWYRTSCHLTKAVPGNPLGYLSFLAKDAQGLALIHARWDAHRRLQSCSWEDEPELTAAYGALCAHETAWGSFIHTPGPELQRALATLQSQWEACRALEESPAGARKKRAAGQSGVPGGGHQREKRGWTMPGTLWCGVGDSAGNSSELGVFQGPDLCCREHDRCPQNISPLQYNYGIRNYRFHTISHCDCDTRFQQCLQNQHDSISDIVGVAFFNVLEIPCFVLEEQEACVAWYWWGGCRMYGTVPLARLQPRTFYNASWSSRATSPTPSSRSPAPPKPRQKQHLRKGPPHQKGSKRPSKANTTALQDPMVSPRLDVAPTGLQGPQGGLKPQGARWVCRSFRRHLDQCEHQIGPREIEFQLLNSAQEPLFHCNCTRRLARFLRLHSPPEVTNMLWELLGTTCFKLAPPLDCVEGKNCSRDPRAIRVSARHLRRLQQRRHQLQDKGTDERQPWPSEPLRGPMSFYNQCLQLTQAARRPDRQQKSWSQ
# Starred values were filed as active, the others as inactive; . = not tested or not shown; & = joins results of further samples.
Compound	hgDAF12 agonist	PG9 Ab binder	PLCb3 inh	Rev-erbA mod	hcDAF-12 act	sPLA2-III inh	DAX1 inh-2	ssDAF-12 act	DAX1 inh-1	FXN GAA850 act	SMARCA2 act
COc1ccc(C(=O)CC(=O)C(=O)Nc2c(C)cccc2C)cc1	3.2	-1.8	-5	4	-2.1	-12	-0.5	-1.0	0.3	-1.8	-3
Cc1occc1-c1nnc(SCC(=O)N2CCN(c3ccccc3)CC2)n1C	-1.9	-0.6	1	5	-1.2	2	-0.8	-0.9	-1.1	-1.9	-6
CC1Cn2c(nnc2-c2ccc(F)cc2)S1 (stereo unspecified)	0.2	-0.6	0	1	6.9*	4	1.1	1.0*	1.8	0.7	-1
CN1CCC(C(=O)N2CCCC(C(=O)c3ccc4c5c(cccc35)CC4)C2)CC1 (stereo unspecified)	-4.7	0.2	-88	5	-1.9	-10	-0.2	-1.6	-0.2	4.8	-1
CC(Sc1nnnn1C1CC1)C(=O)N1c2ccccc2NC(=O)C1(C)C (stereo unspecified)	-1.4	-0.1	-1	5	-0.5	3	0.8	-1.3	0.2	-0.8	-2
CCc1ccc(/C=C(\C)C(=O)c2c(C)cc(C)[nH]c2=O)cc1	3.6	-4.1	5	0	-1.0	-1	2.6	-1.5	0.1	0.6	-4
Cc1cccc(N2CCN(C(=O)NC3CCCCC3)CC2)c1C	0.3	0.2	-7	3	0.5	3	3.0	-1.5	0.0	1.6	1
Cc1ccc(C(=O)NCCCCNC(=O)c2ccc(C)o2)o1	1.1	1.8	1	1	0.8	3	-0.5	-1.3	-0.3	-2.1	-1
C=CCn1c(=O)c2ccccc2n2c(SCC(=O)NCCc3ccccc3)nnc12	-3.0	-3.2	-2	-2	-1.6	1	0.1	-1.2	-0.4	-0.8	-3
CCN1C(=O)C(Cc2nc3ccccc3c(=O)n2-c2ccccc2)c2ccccc21 (stereo unspecified)	-3.5	0.7	3	0	-3.1	-25	-0.3	-1.5	-0.6	-0.6	-2
CCSc1nnc(CNC(=O)C23CC4CC(CC(C4)C2)C3)n1Cc1ccccc1	1.9	0.3	-3	-5	-0.8	1	-0.1	-0.6	-0.8	1.3	-1
O=C(COc1ccc(F)cc1Br)NCC1(N2CCOCC2)CCCCC1	-2.0	-1.2	-3	-2	-2.3	-1	-0.6	-1.2	-1.4	2.2	-1
Cc1ccc(NC(=O)Nc2ccc3c(c2)OCO3)c(OC(F)F)c1	9.4	-2.7	-2	2	0.5	-4	1.9	-0.1	5.7*	3.6	8.5*
Cc1ccccc1OCC(=O)NC(=S)Nc1ccc(Br)c(C)n1	0.3	0.7	7	1	-1.4	-1	0.4	0.2	-0.2	-2.5	1
O=C(/C=C/c1cccs1)NC(=S)Nc1ccc(S(=O)(=O)Nc2ccccc2C(F)(F)F)cc1	-0.8	-1.6	-8	-2	-1.4	-60	0.0	-1.4	0.2	0.6	-2

# New compounds follow.
Compound	hgDAF12 agonist	PG9 Ab binder	PLCb3 inh	Rev-erbA mod	hcDAF-12 act	sPLA2-III inh	DAX1 inh-2	ssDAF-12 act	DAX1 inh-1	FXN GAA850 act	SMARCA2 act
CC(NC(=O)c1ccc(Cn2cc([N+](=O)[O-])cn2)o1)c1ccccc1 (stereo unspecified)	-1.0	-0.4	1	3	0.2	-5	0.1	-1.2	-0.1	-0.1	-6
CC1(C(=O)NS(=O)(=O)c2ccccc2Cl)CCN1C(=O)CCc1cccs1 (stereo unspecified)	4.7	-0.5	2	1	0.5	-1	.	-1.5	1.3	0.3	-3
COc1ccc(CC(=O)NNC(=O)c2cccs2)cc1OC	-1.0	0.8	4	9	-1.4	2	-0.6	-1.0	-0.1	2.8	-1
O=C(c1ccco1)N1CCN(C(=O)C2CC(=O)N(c3ccc(Cl)cc3)C2)CC1 (stereo unspecified)	-0.3	-1.6	-3	4	1.9	7	-1.1	-0.9	0.3	-1.7	-1
O=C(Nc1cc(S(=O)(=O)N2CCOCC2)ccc1Oc1ccc(F)cc1)C1=COCCO1	0.1	3.2	-14	3	-1.5	-11	-1.4	-1.5	-1.2	-0.2	-2
COC(=O)c1nn(-c2ccc(C)cc2)ccc1=O	-2.0	1.5	-2	7	-0.6	6	3.8	-1.0	-0.5	0.2	-3
O=C(O)CSCC(=O)Nc1cc(C(F)(F)F)ccc1Cl	-1.6	-0.6	-60	0	-0.4	2	-0.7	-0.2	0.2	1.2	-1
CCc1cc2ccc(C)cc2nc1SCC(=O)NC1CCCC1	-1.5	1.5	3	14	0.4	5	1.7	-0.9	-0.3	-1.9	-1
COc1ccc2cc(C(=O)N(C)CC(=O)Nc3ccccc3Br)ccc2c1	10	0.3	-12	0	2.5	-15	3.3	0.6	2.2	3.1	5
Cc1nn2c(-c3cccnc3)ccnc2c1-c1ccccc1	2.8	-1.7	-1	6	0.4	1	0.5	-1.3	0.9	5.5	4
Cc1c(NC=C(C#N)C#N)c(=O)n(-c2ccccc2)n1C	-1.8	3.4	3	3	-0.9	2	1.1	-1.0	-0.3	0.0	1
COCCCOc1ccnc(CS(=O)c2nc3ccccc3[nH]2)c1C (stereo unspecified)	3.5	-2.1	-30	-5&5&7	1.8	6	-0.5	-1.0	0.6	-1.4	-2
CCOc1ccc(S(=O)(=O)N2CCCC(C(=O)NCC3CCCO3)C2)cc1Cl (stereo unspecified)	-0.2	1.6	1	5	-0.2	2	0.5	-1.5	-0.9	2.0	-1
Cc1c(OC(C)C(=O)O)ccc2c(-c3ccccc3)cc(=O)oc12 (stereo unspecified)	-0.6	-0.5	-73	-4	-1.9	7	0.6	-1.1	-0.3	0.3	-3
Cc1ccc(C(O)c2nccn2C)o1 (stereo unspecified)	0.6	-2.0	-15	5	0.6	-2	-0.5	-2.2	-0.3	-4.5	-1

# Going on with the list.
Compound	hgDAF12 agonist	PG9 Ab binder	PLCb3 inh	Rev-erbA mod	hcDAF-12 act	sPLA2-III inh	DAX1 inh-2	ssDAF-12 act	DAX1 inh-1	FXN GAA850 act	SMARCA2 act
C=CCn1c(SCC(=O)N2CCN(c3ccccc3)CC2)nc2c([nH]c3ccccc32)c1=O	1.8	-3.2	-3	-6	9.4*	12	2.7	-0.4	0.7	-1.0	0
COc1ccc(C(=O)C=CNNC(=O)c2ccc(Cl)cc2)cc1	3.0	-3.5	-18	1	2.2	-23	2.2	0.6	0.2	1.1	0
CCOC(=O)CSc1nc2ccc(NC(=O)CSc3nnnn3Cc3ccccc3)cc2s1	0.7	1.1	-5	5	-0.1	-31	0.8	-1.1	0.4	-0.3	1
Cc1ccc(C(=O)N2CCCC(CCC(=O)N3CCN(c4ccccn4)CC3)C2)cn1 (stereo unspecified)	-2.0	-1.3	-4	-4	1.2	7	-0.1	-1.2	-0.8	-1.3	0
COc1cc(OC)cc(N(C(=O)c2snc(C(N)=O)c2N)C(C(=O)NCC2CCCO2)c2ccc(C)o2)c1 (stereo unspecified)	-0.8	-2.4	-88	6	-3.4	-5	-0.4	-1.1	-0.5	-0.3	0
CC1(C)CC(=O)C2=C(C1)OC(N)=C(C#N)C2c1ccccc1OC(=O)N1CCOCC1 (stereo unspecified)	-1.8	-1.1	-2	3	1.2	-2	0.9	-0.8	-0.4	1.6	-3
O=C1NC(=O)/C(=C\c2ccc(OCc3ccccc3)cc2)S1	-0.6	-0.2	-5	-11	-1.2	-9	0.4	-0.7	0.1	1.8	-1
CC(Nc1nc(-c2ccncc2)nc2ccccc12)c1ccccc1 (stereo unspecified)	-1.5	-0.1	-63	4	-0.7	-12	-1.3	-0.8	0.5	3.5	3
Cc1ccc([C@H]2N[C@]3(CCCN(Cc4ccccc4)C3=O)[C@H]3C(=O)N(C)C(=O)[C@@H]23)cc1	-1.8	-0.2	2	-1	-0.5	0	0.5	-1.2	0.0	-0.1	0
O=c1[nH]cc(NCc2ccccc2)c(=O)[nH]1	-2.5	1.1	0	-1	-0.6	14	1.8	-0.9	-0.2	-0.3	-3
COc1cccc(NC(=O)N2CCN(c3cccc(C)c3C)CC2)c1	2.8	-1.1	0	5	-2.2	-3	-0.1	-1.3	-0.2	1.0	-4
O=C(CSc1nc2[nH]c(=O)[nH]c(=O)c2s1)Nc1cccc(F)c1	-0.4	1.5	-7	-2	-1.2	12	0.2	-0.8	-1.0	-0.7	-2
C/C(CC(=O)NCCCN1CCOCC1)=N\NC(=O)COc1ccc(Cl)cc1	-2.2	-2.0	2	-5	-0.1	-2	0.3	-1.7	0.3	-0.1	-3
CCn1c(SCC(=O)NNC(=O)c2ccc(OC)cc2)nnc1-c1cccnc1	5.4	-0.4	-2	3	-0.5	1	2.3	-2.1	-0.8	-0.9	-1
CS(=O)(=O)c1ccc2nc(NC(=O)c3cccc(NS(=O)(=O)c4ccc(F)c(F)c4)c3)sc2c1	1.5	0.2	-204	1	-2.6	-36	0.0	-1.4	-0.2	1.5	-1

# Additional compounds follow:
Compound	hgDAF12 agonist	PG9 Ab binder	PLCb3 inh	Rev-erbA mod	hcDAF-12 act	sPLA2-III inh	DAX1 inh-2	ssDAF-12 act	DAX1 inh-1	FXN GAA850 act	SMARCA2 act
CCC(CC)C(=O)Nc1cc([N+](=O)[O-])ccc1Cl	-1.6	-2.5	2	-6	-2.0	-2	-0.2	-1.5	-0.3	1.2	6
Cc1ccc2nc(NC(=O)C3CC(=O)N(Cc4ccco4)C3)sc2c1 (stereo unspecified)	4.0	0.1	-7	-1	-0.9	-16	-1.2	-1.1	-0.5	1.1	1
COc1ccc(C(c2c(C)n(C)n(-c3ccccc3)c2=O)c2c(C)n(C)n(-c3ccccc3)c2=O)cc1	0.0	0.1	-3	0	-2.2	1	-0.3	-1.3	-0.7	0.0	1
OC(CN1C2=NCCCN2c2ccccc21)c1ccc(Br)cc1 (stereo unspecified)	-0.6	-0.1	2	1	0.6	4	1.2	-1.1	-0.6	-0.2	-1
CCOC(=O)c1sc(=NC(=O)CCS(=O)(=O)c2ccccc2)n(C)c1C	2.0	1.2	-1	11	-0.8	2	-1.0	-1.6	-0.9	1.9	7
CCCCOc1cccc(C(=O)NC(=S)Nc2cccnc2)c1	0.0	-1.1	-1	-3	-0.1	9	1.5	-0.3	-0.2	1.8	-4
COc1cc2c(cc1OC)CN(C(=O)c1ccccc1C(=O)O)CC2	-1.4	-0.1	-87	3	-0.2	5	1.1	-0.9	0.2	1.2	6
CSc1ncccc1C(=O)OCc1ccc([N+](=O)[O-])cc1	7.0	-1.5	-6	-3	0.4	-4	0.2	-1.8	-0.2	0.5	-1
CCOc1ccc(C(C)NC(=O)c2ccccc2OCc2c(C)noc2C)cc1OCC (stereo unspecified)	-4.8	0.4	-2	0	-2.0	5	0.3	-1.5	-1.3	-6.5	-3
O=C(Nc1ccc(N2CCN(C(=O)c3ccco3)CC2)c(Cl)c1)c1cccnc1	-0.9	0.7	-9	1	-3.4	-8	-1.8	-2.1	-1.0	1.0	-4
COc1cc(Nc2nnc(C)s2)c(Cl)cc1Cl	0.1	3.1	-3	2	1.3	4	-0.8	-1.2	-1.6	0.6	-3
CC1(C)C(c2ccccc2)=NC(c2ccc(F)cc2)N1O (stereo unspecified)	-2.8	-1.9	3	-1	-2.5	-2	-0.6	-1.5	-0.3	-0.8	4
